MT1-MMP txn act – MT1-MMP promoter transcription activation; HT1080 MT1-MMP promoter luciferase reporter, luminescence, overnight; active compounds read high; activation factor at 10 µM; 0.16% of 86,000 active; AID 750;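 active means activation factor of at least 2 for MT1-MMP transcription at 10 µM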
FAK inh – FAK (human) kinase inhibition; biochemical FAK kinase activity assay; Q05397; AID 727; 0.84% of 97,000 active; inhibition, %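 (tested at 7 µM)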; in the data active means inhibition above about 19%;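 further: 0% = DMSO and 100% = reference compound high control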
ERa SRC1 inh – blocks coactivator binding to human estrogen receptor alpha; TR-FRET ER-alpha LBD / SRC-1 peptide, estradiol-bound; P03372; inhibition, % at 25.6 µM; AID 629; 1.7% of 86,000 active; in the data active means inhibition above about 50%;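 further: 0% = receptor plus peptide control and 100% = peptide only without receptor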
PLAP act – activators of human placental alkaline phosphatase; purified PLAP enzyme, luminescent substrate read-out; active compounds read high; 1.2% of 96,000 active; P05187; activation fold at 20 µM; in the data active means activation fold above about 2
ERb SRC1 inh – ER-beta (human) coactivator binding inhibition. Q92731. 1.3% of 86,000 active. TR-FRET ER-beta LBD / SRC1-Cy5 peptide binding; receptor agonist-loaded with 1 µM estradiol. inhibition, % at 25.6 µM;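 active means compounds whose percent inhibition of the receptor-coactivator binding signal exceeds about 50% in the single-dose screen, limit read from the data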;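 further: 0% = receptor plus peptide wells without compound and 100% = peptide-only wells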
CD11b adhes inh – inhibitors of human CD11b/CD18 binding to fibrinogen; P05107+P11215; K562 CD11b/CD18 adhesion to fibrinogen, ATPlite luminescence; Mn2+ added to activate the integrin; inhibition, % at 10 µM; 0.54% of 93,000 active;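 active means primary inhibition of 50% or more at 10 µM, then 40% or more on retest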; further: some results filed as inactive read as strong as hits
Target sequence (P05107 whole entry, looked up, other chains not shown): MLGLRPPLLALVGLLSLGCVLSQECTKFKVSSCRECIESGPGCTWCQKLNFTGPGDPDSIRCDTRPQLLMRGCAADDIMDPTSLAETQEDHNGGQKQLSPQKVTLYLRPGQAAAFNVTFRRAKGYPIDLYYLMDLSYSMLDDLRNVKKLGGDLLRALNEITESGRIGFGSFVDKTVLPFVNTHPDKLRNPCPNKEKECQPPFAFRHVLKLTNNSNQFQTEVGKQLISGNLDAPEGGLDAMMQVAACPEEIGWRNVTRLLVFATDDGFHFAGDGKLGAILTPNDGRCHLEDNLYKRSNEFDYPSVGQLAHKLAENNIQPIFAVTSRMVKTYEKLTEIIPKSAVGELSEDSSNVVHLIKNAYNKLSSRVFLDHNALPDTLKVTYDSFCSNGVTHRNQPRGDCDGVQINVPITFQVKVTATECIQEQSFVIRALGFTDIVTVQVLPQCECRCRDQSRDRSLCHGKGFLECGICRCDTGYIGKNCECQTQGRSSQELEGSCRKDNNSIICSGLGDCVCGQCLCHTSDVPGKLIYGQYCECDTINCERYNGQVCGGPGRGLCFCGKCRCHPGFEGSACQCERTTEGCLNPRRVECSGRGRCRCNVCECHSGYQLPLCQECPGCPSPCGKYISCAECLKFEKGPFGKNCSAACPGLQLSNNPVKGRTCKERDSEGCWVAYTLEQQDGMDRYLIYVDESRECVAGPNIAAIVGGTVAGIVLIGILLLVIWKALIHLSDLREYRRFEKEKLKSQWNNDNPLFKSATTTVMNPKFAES
Ecoli WT expand – growth inhibitors of E. coli BW25113 wild type | OD600 absorbance | growth inhibition, % at 100 µM | 0.15% of 98,000 active | AID 710;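 active means growth inhibition above about 50% at one test dose, limit read from the data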;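 further: growth measured after 20 h incubation at 37 °C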
CD11b adhes enh – increases human CD11b/CD18 adhesion to fibrinogen. P05107+P11215. K562 CD11b/CD18 adhesion to fibrinogen, ATPlite luminescence. activation, % at 10 µM. 0.07% of 93,000 active;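 active means 10 µM primary screen giving 50% or more activity, confirmed by 40% or more on retest at that dose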; further: strong numbers were not always called active; reference of the scale not given here
ERa coact pot – enhances coactivator binding to human estrogen receptor alpha | P03372 | TR-FRET ERalpha-LBD/SRC-Cy5 coactivator binding, 2 h; 100 = basal binding, no effect | coactivator binding (% of control), % at 25.6 µM | 1.3% of 86,000 active | AID 639; in the data active means activity above about 200%;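 further: binding measured in presence of low estradiol as agonist stimulus; 0% = peptide alone without receptor and 100% = receptor with peptide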
Numbers without * were called inactive; . = no result given; [ ] = remark or other dose.

[1] O=C(CC1N=C2c3ccccc3N=C(SCc3ccc(Cl)cc3)N2C1=O)NCc1ccco1 (stereo unspecified)
[2] Cc1ccc2c(N)c(C#N)sc2n1
[3] Cn1c2ccccc2c2cc(C(=O)O)ccc21
[4] COc1ccc(N/C(C)=C2/C(=O)C(=O)N(CCO)C2c2ccc(Br)cc2)cc1 (stereo unspecified)
[5] CCN(Cc1ccccc1)Cc1cc(OC)cc(OC)c1
[6] O=S(=O)(c1cccc2cccnc12)N1CCOCC1
[7] O=C(COC(=O)C1CC1)Nc1ccc(Oc2ccccc2)cc1
[8] CCOC(=O)C(NC(=O)c1ccccc1)(Nc1cc(C)on1)C(F)(F)F (stereo unspecified)

| screen / no. | 1 | 2 | 3 | 4 | 5 | 6 | 7 | 8 |
| --- | --- | --- | --- | --- | --- | --- | --- | --- |
| MT1-MMP txn act | 1.1 | 1.1 | 1.3 | 1.4 | 1.1 | 1.1 | 1.2 | 1.1 |
| FAK inh | 7 | 1 | 0 | -4 | 3 | 1 | . | -1 |
| ERa SRC1 inh | 20[fluorescence artefact?] | -15 | -2[fluorescence artefact?] | 4 | -5 | -5 | -7 | 7 |
| PLAP act | 1.4 | 0.9 | 0.9 | 1.4 | 1.1 | 1.1 | 0.7 | 1.2 |
| ERb SRC1 inh | 7 | -12 | -1[fluorescence artefact?] | 6 | 2[fluorescence artefact?] | 10[fluorescence artefact?] | -5 | 5 |
| CD11b adhes inh | 8 | 3 | -16 | -7 | -12 | -12 | -4 | -22 |
| Ecoli WT expand | -17 | 9 | -8 | 5 | 11 | -7 | 9 | 0 |
| CD11b adhes enh | 16 | -7 | -2 | 0 | -5 | 2 | 2 | -1 |
| ERa coact pot | 107 | 104 | 97 | 97 | 114 | 106 | 89 | 88 |

[9] CCOC(=O)c1cc2sccc2n1CC(=O)Nc1ccc2c(c1)OCCO2
[10] O=c1c(-c2ccnn2-c2ccccc2F)cnc2n1CCS2
[11] CC(Sc1nnc(-c2cc3ccccc3o2)n1-c1ccccc1)C(=O)O (stereo unspecified)
[12] Cc1cc(C)nc(N2CCCC(C(=O)NCc3cccc(C(F)(F)F)c3)C2)n1 (stereo unspecified)
[13] COc1ccccc1CNC(=O)C(=O)NCC1CCCO1 (stereo unspecified)
[14] CCOc1cc(OCC)cc(C(=O)Nc2cccnc2)c1
[15] CCCC1(C(=O)OCC)NC(c2ccc(OC)cc2OC)C2C(=O)N(c3ccccc3)C(=O)C21 (stereo unspecified)
[16] COC(=O)C1=C(O)/C(=C\c2ccc(CNC(=O)C(=O)Nc3ccc(C)c(C)c3)o2)N=C1C

| screen / no. | 9 | 10 | 11 | 12 | 13 | 14 | 15 | 16 |
| --- | --- | --- | --- | --- | --- | --- | --- | --- |
| MT1-MMP txn act | 1.2 | 1.3 | 1.2 | 1.1 | 1.3 | 1.1 | 1 | 1.1 |
| FAK inh | -2 | -2 | 0 | -1 | -1 | . | -1 | -1 |
| ERa SRC1 inh | 26 | 1 | 22 | -6[fluorescence artefact?] | -17 | 2 | -23 | 74* |
| PLAP act | 0.9 | 1.1 | 1.4 | 1 | . | 0.8 | . | 1.4 |
| ERb SRC1 inh | 6 | -6[fluorescence artefact?] | 0 | -5 | -11 | 16 | -20 | 41 |
| CD11b adhes inh | -10 | -5 | 1 | -3 | . | -10 | . | 0 |
| Ecoli WT expand | -11 | -6 | 0 | -1 | . | -6 | . | -14 |
| CD11b adhes enh | 2 | -3 | 3 | 1 | . | 1 | . | 34 |
| ERa coact pot | 127 | 99 | 91 | 114 | 112 | 107 | 110 | 42[fluorescence artefact?] |

Ordered by the number under FAK inh (largest number first): 3 from the list above
entry | mol | FAK inh
3 | Cn1c2ccccc2c2cc(C(=O)O)ccc21 | 0
16 | COC(=O)C1=C(O)/C(=C\c2ccc(CNC(=O)C(=O)Nc3ccc(C)c(C)c3)o2)N=C1C | -1
10 | O=c1c(-c2ccnn2-c2ccccc2F)cnc2n1CCS2 | -2

Structures listed above shown as hits in ERa SRC1 inh.
cpd	Molecule	MT1-MMP txn act	FAK inh	ERa SRC1 inh	PLAP act	ERb SRC1 inh	CD11b adhes inh	CD11b adhes enh	ERa coact pot
16	COC(=O)C1=C(O)/C(=C\c2ccc(CNC(=O)C(=O)Nc3ccc(C)c(C)c3)o2)N=C1C	1.1	-1	74*	1.4	41	0	34	42[fluorescence artefact?]

More compounds
[17] O=C(NCc1ccco1)C1CCN(c2nc3ccccc3n2Cc2ccccc2F)CC1
[18] Cc1cccc(Nc2ncc3c(n2)CC(C)CC3=O)c1 (stereo unspecified)
[19] Cc1nc(NCCN2CCOCC2)c2nnn(Cc3c(F)cccc3Cl)c2n1
[20] COc1ccc(-c2nnc(SCc3nnc(-c4ccccc4)o3)n2-c2ccccc2)cc1
[21] Cc1nc(NC(=O)CSc2nnc(C)n2CC2CCCO2)sc1C (stereo unspecified)
[22] O=C(C1CCCN(S(=O)(=O)c2ccccc2)C1)N1CCN(c2ncccn2)CC1 (stereo unspecified)
[23] COc1ccc(CCNc2oc(COc3ccccc3F)nc2C#N)cc1
[24] CCOc1ccccc1C(=O)Nc1nncs1

| screen / no. | 17 | 18 | 19 | 20 | 21 | 22 | 23 | 24 |
| --- | --- | --- | --- | --- | --- | --- | --- | --- |
| MT1-MMP txn act | . | 1.6 | 1.3 | 1 | 1.2 | 1.1 | 1.2 | 1.1 |
| FAK inh | -2 | 2 | -3 | -1 | 1 | -6 | -4 | 8 |
| ERa SRC1 inh | -3 | -3 | -10 | 20[fluorescence artefact?] | 17[fluorescence artefact?] | -5 | 25[fluorescence artefact?] | 1 |
| PLAP act | 1.8 | 0.8 | 1.6 | 1.1 | 1.3 | . | 1.3 | 0.9 |
| ERb SRC1 inh | 6 | 4 | -7 | 21[fluorescence artefact?] | 2[fluorescence artefact?] | -14 | 4[fluorescence artefact?] | -18 |
| CD11b adhes inh | 7 | -12 | -11 | -3 | 2 | . | -4 | 1 |
| Ecoli WT expand | 2 | -9 | 5 | 2 | 4 | -7 | -6 | 2 |
| CD11b adhes enh | -4 | 1 | 0 | -3 | 0 | . | 1 | -2 |
| ERa coact pot | 114 | 116 | 122 | 139 | 89 | 139 | 102[fluorescence artefact?] | 146 |

A second format for 2 compounds above.
No.	compound	MT1-MMP txn act	FAK inh	ERa SRC1 inh	PLAP act	ERb SRC1 inh	CD11b adhes inh	Ecoli WT expand	CD11b adhes enh	ERa coact pot
18	Cc1cccc(Nc2ncc3c(n2)CC(C)CC3=O)c1 (stereo unspecified)	1.6	2	-3	0.8	4	-12	-9	1	116
22	O=C(C1CCCN(S(=O)(=O)c2ccccc2)C1)N1CCN(c2ncccn2)CC1 (stereo unspecified)	1.1	-6	-5	.	-14	.	-7	.	139

Additional structures
[25] Brc1cc(Br)c2nc(-c3ccc(N4CCOCC4)cc3)ccc2c1
[26] COc1ccc(Cc2nc3ccc(S(=O)(=O)N4CCOCC4)cc3[nH]2)cc1OC
[27] O=C(Nc1ccccc1)c1[nH]ncc1[N+](=O)[O-]
[28] C/C(=C\C(=O)C(F)(F)F)Nc1cc(C)cc(C)c1
[29] CC(=O)Nc1ccc(S(=O)(=O)N2CCSC2c2ccc(Cl)cc2)cc1 (stereo unspecified)
[30] COCCN(C(=O)COc1ccc(Cl)cc1)c1nnc(-c2cccnc2)s1
[31] O=c1[nH]c(=O)n(CCc2ccc(F)cc2)c(O)c1C=NCc1ccc2c(c1)OCO2
[32] Cc1cc(C)nc(NC2=NCC(=O)N2c2ccc(Cl)cc2)n1

| screen / no. | 25 | 26 | 27 | 28 | 29 | 30 | 31 | 32 |
| --- | --- | --- | --- | --- | --- | --- | --- | --- |
| MT1-MMP txn act | . | 1.2 | . | . | 1.1 | 1.2 | . | 1.1 |
| FAK inh | -4 | 3 | -1 | 0 | 0 | 0 | 12 | 1 |
| ERa SRC1 inh | . | -4 | . | . | -1 | -3[fluorescence artefact?] | . | . |
| PLAP act | 1.2 | 1.4 | 1.4 | 1.2 | 0.9 | . | 1 | 1.6 |
| ERb SRC1 inh | . | -6 | . | . | -7 | 4[fluorescence artefact?] | . | . |
| CD11b adhes inh | -11 | . | -7 | -2 | -5 | . | -19 | -30 |
| Ecoli WT expand | -9 | 4 | 3 | 7 | 8 | . | -4 | 3 |
| CD11b adhes enh | 3 | . | 2 | 0 | -1 | . | 58 | 4 |
| ERa coact pot | . | 110 | . | . | 99 | 140 | . | . |

[33] Brc1ccc(CSc2ncnc3nc[nH]c23)cc1
[34] Cc1cc(NC(=O)CSc2nc3ccccc3n2CC(=O)N2CC(C)CC(C)C2)no1 (stereo unspecified)
[35] CC(=O)c1cccc(NC(=O)CCNS(=O)(=O)c2cccc3nsnc23)c1
[36] COc1cccc(C2N(c3cccc(Cl)c3)C(=O)C3CCCN32)c1 (stereo unspecified)
[37] Cc1ccc2c(c1)SC1=NC(c3ccccc3)(C(F)(F)F)NC(=O)N12 (stereo unspecified)
[38] Cc1ccc(C)n1N1C(=O)/C(=C\c2ccc(Cl)cc2)SC1=S
[39] CCn1c(N2CCN(CC(=O)c3c[nH]c4ccccc34)CC2)nc2c1c(=O)[nH]c(=O)n2C
[40] O=C(O)c1ccccc1S

| screen / no. | 33 | 34 | 35 | 36 | 37 | 38 | 39 | 40 |
| --- | --- | --- | --- | --- | --- | --- | --- | --- |
| MT1-MMP txn act | 1 | 1.2 | . | 1.1 | 0.9 | 1 | 1.3 | 1.1 |
| FAK inh | . | . | -1 | 3 | 0 | -4 | 3 | . |
| ERa SRC1 inh | 4 | 3 | -3 | -3 | -7 | -2 | -5 | -2 |
| PLAP act | 1.7 | 0.9 | 0.8 | 1.6 | 0.9 | 1.1 | 1.6 | . |
| ERb SRC1 inh | -2 | 4 | 3 | -1 | -8 | -10 | -1 | 0 |
| CD11b adhes inh | 19 | -10 | -1 | -7 | . | . | 14 | . |
| Ecoli WT expand | 8 | -10 | 17 | 12 | 3 | -14 | 2 | . |
| CD11b adhes enh | -4 | 1 | 3 | 0 | . | . | 1 | . |
| ERa coact pot | 94 | 123 | 94 | 98 | 121 | 121 | 118 | 105 |

[41] NC(=O)CSc1nnc(-c2cccs2)n1-c1ccccc1
[42] COc1ccc(CNC(=O)c2ccc(N3CCCC3=O)cc2)cc1
[43] Cc1ccc(S(=O)(=O)NCCCNS(C)(=O)=O)cc1
[44] O=C(CNC(=O)c1cccs1)OCC(=O)c1ccc2ccccc2c1
[45] COc1ccccc1OCCOc1ccccc1/C=N/n1cnnc1
[46] CCc1sc(N(C(=O)Cc2ccccc2)c2ccc(F)cc2)nc1-c1ccccc1
[47] Cc1ccc(NC(=O)C(SCC(=O)O)c2ccccc2)cc1C (stereo unspecified)
[48] Nc1nc(-c2cccs2)cs1
[49] O=C(NCc1cccnc1)c1cccc2c1C(=O)N(C1CCCCC1)C2
[50] O=C(NCCc1ccccc1)C1CCN(S(=O)(=O)N2CCCC2)CC1

| screen / no. | 41 | 42 | 43 | 44 | 45 | 46 | 47 | 48 | 49 | 50 |
| --- | --- | --- | --- | --- | --- | --- | --- | --- | --- | --- |
| MT1-MMP txn act | 1.1 | 1.3 | 1.1 | 1.1 | 1.1 | . | . | 1.4 | 1.1 | 1.2 |
| FAK inh | 0 | -8 | 1 | 0 | . | 1 | 4 | -2 | . | . |
| ERa SRC1 inh | -2 | -16 | -1[fluorescence artefact?] | -14 | 0 | . | . | -8 | 3 | 0 |
| PLAP act | 1 | 0.9 | 0.9 | 1.1 | 1 | 0.8 | 1.1 | 1 | . | 1.2 |
| ERb SRC1 inh | -7 | -11 | -6 | -5 | -1 | . | . | -4 | 18 | 4 |
| CD11b adhes inh | . | -6 | 8 | . | 9 | -3 | 4 | -4 | . | 20 |
| Ecoli WT expand | 3 | 6 | 1 | 4 | 4 | -13 | -10 | 19 | -3 | 5 |
| CD11b adhes enh | . | 2 | -2 | . | 3 | 1 | 0 | 2 | . | 0 |
| ERa coact pot | 114 | 116 | 146 | 100[fluorescence artefact?] | 117 | . | . | 98 | 76 | 113 |

Compound activity deposited in PubChem BioAssay by several laboratories.
